Source: PubChem
DT40 TDP1 CPT = DT40-hTDP1 cell growth loss with CPT; chicken DT40 Tdp1-/-;hTDP1 cells + 20 nM CPT, ATP luminescence, 48 h; Potency, µM (top dose mostly 46.2 µM), inactives show at the top dose activity change, negative = growth inhibition, actives largely listed as inhibitors; actives 12% (n = 420,000); AID 686979; further: nearly all actives have a fitted effect of over 55% in size
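Cell growth measured by CellTiter-Glo luminescence after a minimum 48 h, 37 C compound exposure with 20 nM CPT in Tdp1-knockout DT40 cells stably expressing hTDP1, seeded 400/well; qHTS titration format.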
TDP1 inh = inhibitors of human tyrosyl-DNA phosphodiesterase TDP1; Q9NUW8; recombinant TDP1, AlphaScreen DNA substrate cleavage; Potency, µM (top dose mostly 130 µM), for inactives: at the highest dose activity change, negative = inhibition, actives largely listed as inhibitors; actives 0.28% (n = 350,000); further: nearly all actives have a fitted effect of over 40% in size
Target sequence (Q9NUW8 whole entry, looked up): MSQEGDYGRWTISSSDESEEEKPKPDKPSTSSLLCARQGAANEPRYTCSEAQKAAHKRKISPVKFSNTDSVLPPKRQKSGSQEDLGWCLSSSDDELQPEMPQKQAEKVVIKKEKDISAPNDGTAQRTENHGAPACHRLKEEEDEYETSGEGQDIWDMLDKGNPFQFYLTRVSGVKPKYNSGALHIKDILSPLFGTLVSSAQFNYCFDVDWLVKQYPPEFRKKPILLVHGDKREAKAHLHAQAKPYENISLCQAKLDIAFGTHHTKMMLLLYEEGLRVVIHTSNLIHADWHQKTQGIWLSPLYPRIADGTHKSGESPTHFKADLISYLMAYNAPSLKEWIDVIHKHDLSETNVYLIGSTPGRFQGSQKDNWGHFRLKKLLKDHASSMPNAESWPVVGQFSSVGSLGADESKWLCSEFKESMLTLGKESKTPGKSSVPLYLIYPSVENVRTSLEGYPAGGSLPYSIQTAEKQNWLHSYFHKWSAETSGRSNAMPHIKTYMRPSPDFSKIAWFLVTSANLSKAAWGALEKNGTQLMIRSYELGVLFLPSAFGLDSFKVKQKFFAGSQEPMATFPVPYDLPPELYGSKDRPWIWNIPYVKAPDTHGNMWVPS
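AlphaScreen read-out: signal falls as enzyme removes the 3' tyrosine-FITC from a 5'-biotinylated DNA oligo (15 nM, 5 min, RT). Enzyme was E. coli-made recombinant Tdp1 at 1 nM, exposed to compound for 15 min beforehand; beads 10 ug/ml, 10 min.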
DT40 TDP1 no CPT = qHTS for Inhibitors of human tyrosyl-DNA phosphodiesterase 1 (TDP1): qHTS in cells in absence of CPT. DT40 Tdp1-/- hTDP1 cells, no CPT, ATP luminescence, 48 h. Potency, µM (top dose mostly 46.2 µM), without a hit: at the highest dose activity change, negative = growth inhibition, usual class: inhibitors. actives 15% (n = 420,000); further: nearly all actives have a fitted effect of over 55% in size
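No-CPT arm: Tdp1-/-;hTDP1 DT40 cells (400/well) plus compounds, incubated ≥48 hr at 37 °C. Readout CellTiter-Glo luminescence.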
* marks the source's active call; other numbers are inactive results; ? = inconclusive; nt = not tested or not shown; [ ] = another dose, or the depositor's remark. The call rests on the fitted dose curve; in most records, active means well fitted curve in the direction sought with a large enough effect; inconclusive means small, poorly fitted or top-dose-only effect, or another doubt; inactive means no such curve, though single readings can be large; an effect the other way counts as inactive or inconclusive. On the % scale 0 is the no-effect control and ±100 the full control effect; potency means the concentration at half of the fitted maximal effect.

Below each SMILES – DT40 TDP1 no CPT, TDP1 inh, DT40 TDP1 CPT
CC(=O)Nc1nnc(SCC(=O)NC2CC2)s1
 : 12%, 2%, 1%
Cc1cccc(Cn2c(=O)c3c(nc4n3CCCN4Cc3ccccc3)n(C)c2=O)c1
 : 11µM*, 11%, ?
Cc1ccc(NC(=S)NNC(=O)c2c([N+](=O)[O-])c(C)nn2C)cc1
 : -3%, 7%, 4%
CCN(CC)c1ccc(-n2nc3cc(C)c(NC(=O)c4ccccc4C)cc3n2)c(C)c1
 : 21µM*, -5%, 16µM*
O=C(Nc1ccc2c(c1)OCCO2)c1cccc(Br)c1
 : -23%, 3%, 7%
CNC(=S)N(CCO)Cc1cc2cc3c(cc2[nH]c1=O)OCO3
 : -2%, nt, -4%
CC(=O)N1CCC2(CC1)OC(=O)C(C)=C2C(=O)NCc1cccc(Cl)c1
 : -9%, 3%, -15%
CC[C@@H]1CCCCc2ccccc2[C@H](C(=O)C[C@H](O)CC(C)=O)OC1=O
 : -10%, 1%, 1%
CCC(=O)c1ccc(OCC(=O)O)c(OC)c1
 : 0%, -1%, 5%
O=C(O)c1csc(-c2ccc(Cl)cc2)n1
 : -7%, 0%, 1%
COc1ccc(NC(=O)CSc2nccn2-c2cccc(OC)c2)cc1
 : -28%, 12%, 4%
O=c1oc2c(O)cccc2cc1-c1nc2ccccc2[nH]1
 : ?, nt, ?
CC(=O)Nc1ccc(S(=O)(=O)NC(C)C(=O)NC(C)c2ccccc2)cc1 (stereo not given)
 : ?, 0%, -18%
Cc1ccccc1OCCOC(=O)c1cc(S(=O)(=O)N2CCOCC2)ccc1C
 : ?, nt, ?
CCNS(=O)(=O)c1ccc(NC(=O)Nc2cccc(OC)c2)cc1
 : ?, 8%, -25%
CCc1nnc(NC(=O)CN2CCN(Cc3cccc(F)c3)CC2)s1
 : 10%, 7%, -19%
O=C(Oc1cc(=O)oc2c1c(=O)n1c3c(cccc23)CC1)c1ccc(F)cc1
 : 23µM*, 7%, -26%
Cc1cc(Cl)ccc1NC(=O)CCS(=O)(=O)c1cc2c(cc1C)NC(=O)CO2
 : -27%, 2%, -19%
O=C(CSc1nnc(-c2ccc(Cl)cc2Cl)n1C1CCCCC1)NC1CCS(=O)(=O)C1 (stereo not given)
 : -26%, 2%, -26%
CC1C(C#N)=C(N)OC2=C1C(=O)CC(C)(C)C2 (stereo not given)
 : 14%, 4%, 5%
COC(=O)[C@@H]1C[C@@H](NC(=O)c2ccc(C(F)(F)F)cc2)CN1Cc1cccc(O)c1
 : -15%, nt, -8%[9.04 µM]
COc1ccc(C2C(C#N)=C(N)Oc3cc(O)ccc32)cc1OC (stereo not given)
 : -25%, 2%, ?
CS(=O)(=O)Nc1cccc(-c2cn3ccccc3n2)c1
 : -18%, 5%, -28%
O=C(CCc1nnc2ccc(N3CCOCC3)nn12)Nc1ccc(F)cc1F
 : 13%, 7%, 1%
CC/C(=N\NC(=S)Nc1cc(C)ccc1C)c1ccc(OC(F)F)cc1
 : 16µM*, 9%, ?
CC(C)C(=O)Nc1nnc(-c2ccccc2)o1
 : -20%, 4%, -17%
Cc1onc(-c2ccccc2)c1C(=O)NCCc1c[nH]c2ccccc12
 : ?, 4%, ?
CN(Cc1cnc2nc(N)nc(N)c2n1)c1ccc(C(=O)NC(CCC(=O)O)C(=O)O)c2ccccc12 (stereo not given)
 : 0.052µM*, nt, 0.092µM*
COc1cc(C2Nc3ccccc3C(=O)N2c2ccc3c(c2)OCCO3)ccc1OCC(C)C (stereo not given)
 : ?, 7%, -28%
Cc1ccccc1C(=O)OCCN1CCOCC1
 : -20%, 1%, -1%
CN1CCN(S(=O)(=O)c2ccc(-c3ccccc3)cc2)CC1
 : -11%, 4%, ?
Cc1cccn2c(=O)c3cc(C#N)c(=NC(=O)c4ccncc4)n(CCCOC(C)C)c3nc12
 : 16µM*, 3%, 18µM*
CCC1(C)CC2(CCCN(CCC(=O)c3ccccc3)C2)CCO1 (stereo not given)
 : 3.3µM*, 5%, 3.7µM*
CN(Cc1ccccc1)S(=O)(=O)c1ccc(F)c(C(=O)Nc2ccccc2C(F)(F)F)c1
 : ?, -8%, ?
COc1cccc(NC(=S)NCCc2ccccn2)c1
 : 1%, 0%, 1%
CCOC(=O)/C(C#N)=C\C1=C(N2CCCC2)CC(C)(CC)OC1 (stereo not given)
 : -9%, -4%[56.1 µM], 5%
Cc1ccc(S(=O)(=O)c2nnn3c2nc(NCc2ccc(F)cc2)c2sccc23)cc1C
 : ?, -3%, ?
CCN(c1ccccc1)S(=O)(=O)c1ccc(N2CCN(c3ccc(O)cc3)CC2)nc1
 : 15µM*, 10%, ?
Cc1ccc(CN2CCN(/N=C/c3cc(Br)cc(Br)c3O)CC2)c(C)c1
 : -18%, 2%, -3%
COc1ccc(-n2nc3ccc(NC(=O)c4ccc(C#N)cc4F)cc3n2)cc1Cl
 : -1%, 5%, -19%
CCOc1ccccc1CNC(=O)C1CCN(S(=O)(=O)c2ccc3[nH]c(=O)ccc3c2)CC1
 : -1%, 0%, 3%
CC(=O)N(C)C1(c2nnnn2CCOC(=O)Nc2cccc3ccccc23)CCCC1
 : -2%, 6%, -2%
COc1ccc(CN2C(=O)C(CC(=O)NCc3cccc4ccccc34)CC(C(=O)N(C(C)C)C(C)C)=C2C)cc1 (stereo not given)
 : ?, nt, ?
Cc1ccc2c(=O)n3c(nc2c1)C(Cc1ccc(O)cc1)NC(=O)c1cccnc1-3 (stereo not given)
 : ?, nt, -5%
COc1ccsc1C(=O)Nc1ccc(F)cc1F
 : -26%, -3%, -10%
Cc1cccc(NC(=O)CCc2c(C)nn(-c3ccc(N4CCCCC4)nn3)c2C)c1
 : ?, 1%, ?
COc1ccc(CCC(=O)OCC(=O)Nc2c(C)nn(-c3ccccc3)c2C)cc1
 : 1%, nt, -6%
COC(=O)c1sccc1NC(=S)N1CCN(C)CC1
 : -3%, 0%, 3%
Cc1cccc(NC(=O)c2ccc(-c3ccccc3)s2)c1
 : -28%, 0%, ?
O=C1COc2ccc(-c3n[nH]c(=O)c4ccccc34)cc2N1
 : ?, 4%, -10%
CCOC(=O)c1sc2ncn(CC(=O)Nc3cc(Cl)ccc3C)c(=O)c2c1C
 : -6%, 3%, -3%
COCCCNC(=O)C1CCC(Cn2c(=O)c3sccc3n(C)c2=O)CC1 (stereo not given)
 : -14%, 8%, -24%
CCN(CC)c1ccc(/C=N/NC(=O)c2ccc(Br)o2)cc1
 : ?, 5%, ?
O=C(COC(=O)c1cccc(Cl)c1)NCCN1C(=O)CSC1=O
 : -4%, 1%, -9%
Cc1ccccc1CN(C)C[C@@H]1OCc2cnnn2CCCC(=O)N([C@@H](C)CO)C[C@H]1C
 : -27%, nt, -17%
CCc1nc(SCC(=O)Nc2cc(C)on2)c2c(C)c(C)sc2n1
 : -7%, 7%, -29%
Cc1ccccc1CC1(CO)CCCN(C(=O)c2ccc3ncccc3c2)C1 (stereo not given)
 : 15µM*, 5%, 6.5µM*
O=C(COc1ccc(S(=O)(=O)N2CCOCC2)cc1Cl)NCc1ccccn1
 : -17%, 10%, -1%
Nc1ccn([C@@H]2O[C@H](C(=O)N[C@H](CO)Cc3ccccc3)[C@@H](O)[C@H]2O)c(=O)n1
 : 4%, nt, 9%
O=C(O)c1ccc2c(=O)n3c(nc2c1)/C(=C/c1cccc(Cl)c1Cl)CCCC3
 : -6%, 1%, -2%

Following part:
Below each SMILES – DT40 TDP1 no CPT, TDP1 inh, DT40 TDP1 CPT
S=c1nc[nH]c2c1cnn2-c1ccccc1
 : 5%, 3%, -6%
Cc1ccnc(SCC(=O)N2CCc3ccccc32)n1
 : -12%, nt, -11%
Cc1cc(C(=O)Nc2ccc(S(=O)(=O)N3CCCC3)cc2)cs1
 : ?, 7%, ?
COc1ccc(CCNC(=O)CN2CCC(C)CC2)cc1OC
 : -8%, -1%, -1%
Cc1ccc(C)c(CN2C(=O)C3(OCCCO3)c3ccccc32)c1
 : -12%, -3%, ?
O=C1NN(c2ccccc2)C(=O)/C1=C\c1ccc(-c2cc([N+](=O)[O-])ccc2O)o1
 : -20%, 4%, -22%
O=C(Nc1nnc(C2CCCCC2)s1)c1cccs1
 : ?, 6%, -5%
CCCOC(=O)CSc1nnc(-c2cc(OC)c(OC)c(OC)c2)o1
 : -9%, 0%, -2%
NS(=O)(=O)c1ccc(CNS(=O)(=O)c2ccc(Cl)nc2)cc1
 : -11%, 5%, -3%
CCOc1cc(S(=O)(=O)N2CCN(CC)CC2)ccc1Cl
 : -27%, 9%, 6%
COc1ccc(NS(=O)(=O)c2ccc(NS(=O)(=O)c3cccs3)cc2)cc1
 : -1%, -6%, 31%[activator]
c1ccc(CN2C3=NCCCN3c3ccccc32)cc1
 : -32%, 2%[56.1 µM], -16%
CCOC(=O)N1CCN(C(=O)c2cc(COc3ccc(Cl)cc3OC)on2)CC1
 : ?, 2%, ?
COc1ccc(CCNC(=O)C2CCN(C(=O)c3cccc(Cl)c3)CC2)cc1OC
 : ?, nt, ?
O=C(NCCc1c[nH]c2ccccc12)C(=O)NCC1OCCCN1S(=O)(=O)c1ccccc1 (stereo not given)
 : 16µM*, 5%, -79%
CCCC(=O)Nc1ccc(C(=O)NCC2CCCO2)cc1 (stereo not given)
 : 2%, -1%, -3%
O=C(CSc1nc(=O)n(CCN2CCOCC2)c2c1CCC2)Nc1ccc(F)cc1F
 : -7%, -3%, -2%
O=C(Cn1c(NCCO)nc2ccccc21)NCC1CCCO1 (stereo not given)
 : -3%, 6%, 11%
COc1cnc(-c2ccccc2)nc1Oc1cccc(C)c1
 : ?, -10%, ?
O=C(O)CCc1nc2cc3ccccc3cc2[nH]1
 : -1%, 5%, -1%
CCOC(=O)N1CCN(CC(=O)NC(=O)Nc2ccc3c(c2)OCCO3)CC1
 : -2%, -2%, 2%
CC1(c2ccc3c(c2)OCO3)NC(=O)N(CC(=O)Nc2ccccc2)C1=O (stereo not given)
 : -30%, -1%, -9%
Cn1c2ccccc2c2ccc3c(c21)C(=O)C=CC3=O
 : 0.52µM*, nt, 0.41µM*
O=C(CSc1ccc2nnc(-c3ccccn3)n2n1)Nc1nccs1
 : -12%, 1%, 0%
O=C(N1CCOCC1)n1cnc2ccccc21
 : -9%, 5%, 6%
Cc1ccc(S(=O)(=O)N2CCOC2CNC(=O)C(=O)NCc2ccc3c(c2)OCO3)cc1 (stereo not given)
 : -5%, 7%, -25%
COc1ccc2c(C)nc(Nc3nc(C)cc(C)n3)nc2c1
 : 3.3µM*, 2%, 2.9µM*
O=C(NC(Nc1ncccn1)C(=O)c1ccccc1)c1ccccc1 (stereo not given)
 : -7%, 3%, 5%
COc1ccccc1NC(NC(=O)c1ccccn1)C(Cl)(Cl)Cl (stereo not given)
 : ?, 1%, ?
Cc1cnc(N2C(=O)c3ccc([N+](=O)[O-])cc3C2=O)s1
 : -1%, 3%, 5%

Overlap with the part before: 3 entries, then new ones.
Below each SMILES – DT40 TDP1 no CPT, TDP1 inh, DT40 TDP1 CPT
O=C(NC(Nc1ncccn1)C(=O)c1ccccc1)c1ccccc1 (stereo not given)
 : -7%, 3%, 5%
COc1ccccc1NC(NC(=O)c1ccccn1)C(Cl)(Cl)Cl (stereo not given)
 : ?, 1%, ?
Cc1cnc(N2C(=O)c3ccc([N+](=O)[O-])cc3C2=O)s1
 : -1%, 3%, 5%
Cc1cccc(NC(=O)CSc2nnc3ccc(-c4ccccn4)nn23)c1
 : -22%, nt, ?
COc1ccc(-c2cc(C(F)(F)F)nc(SCCC(=O)N3CCCC3)n2)cc1
 : ?, 2%, ?
Cc1ccc([C@@H]2CC=C(C(=O)O)[C@H](c3ccccc3F)N2S(=O)(=O)c2ccccc2C)cc1
 : -15%, 2%, -4%
COc1ccc(Cl)cc1NC(=O)c1cnc2sccn2c1=O
 : 0%, 4%, 5%
Cc1ccc(NC(=O)CN(C)CC(=O)Nc2ccc(N3CCOCC3)cc2)cc1F
 : ?, 3%, -30%
Cc1ccccc1NC(=O)c1ccc(S(=O)(=O)N(C)C)cc1
 : 1%, 3%, -15%
N#Cc1ccsc1NC(=O)c1cccc([N+](=O)[O-])c1
 : ?, -5%, -26%
COc1cccc(CN(C(=O)Cc2c[nH]c3ccccc23)C(C(=O)NC2CCCCC2)c2ccc(C)o2)c1 (stereo not given)
 : 16µM*, 4%, 16µM*
COc1ccc(OCC(=O)OCC(=O)NCC2CCCCC2)cc1
 : 2%, 0%[56.1 µM], -10%
COc1ccccc1N1CCN(C(=O)c2cc3cc(Cl)ccc3[nH]2)CC1
 : 18µM*, 4%, 16µM*
